TLR9-MyD88 inh: inhibitors of human TLR9-MyD88 binding; Q9NR96+Q99836; CHO BLA complementation TLR9-MyD88, CCF4 FRET ratio; inhibition, % at 4.98 µM; 340,000 compounds, 0.21% hits;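 active = inhibition above the mean over all tested compounds plus 3 SD, cut at about 21% in these data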;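 note: 0% = DMSO only wells and 100% = clavulanate BLA inhibitor control wells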
COUP-TFII inh: inhibitors of human COUP-TFII (NR2F2); 370,000 compounds, 0.7% hits; HEK293T NGFI-A luciferase reporter, luminescence; P24468; inhibition, % at 8.6 µM; AID 686940;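 active = inhibition above a per-plate cutoff, mean inhibition of test wells between control levels plus 3 SD, cut at about 38% in these data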;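 note: cells cotransfected with COUP-TFII expression vector driving the NGFI-A reporter; 0% = median of COUP-TF2 test wells and 100% = reporter-only cells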
Target sequence (P24468 whole entry, looked up): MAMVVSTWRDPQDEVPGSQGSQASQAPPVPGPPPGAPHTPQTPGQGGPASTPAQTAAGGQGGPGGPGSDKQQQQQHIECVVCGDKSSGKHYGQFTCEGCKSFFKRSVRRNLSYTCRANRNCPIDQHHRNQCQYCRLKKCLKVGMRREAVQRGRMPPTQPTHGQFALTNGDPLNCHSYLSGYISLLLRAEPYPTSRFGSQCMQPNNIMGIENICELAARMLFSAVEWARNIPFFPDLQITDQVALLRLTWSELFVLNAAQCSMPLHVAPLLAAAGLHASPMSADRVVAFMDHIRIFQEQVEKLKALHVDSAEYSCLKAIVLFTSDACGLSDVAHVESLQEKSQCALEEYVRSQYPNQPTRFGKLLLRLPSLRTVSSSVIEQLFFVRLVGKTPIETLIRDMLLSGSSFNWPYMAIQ
TROY NFkB inh: inhibitors of TROY-dependent NF-kB signaling; Q293 LMP1-TROYcd NF-kB luciferase reporter, 4 h; inhibition, % at 10 µM; 360,000 compounds, 0.98% hits; AID 1347056;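 active = compounds whose plate-normalised and pattern-corrected inhibition of the luciferase reporter signal at the single screening dose is 50% or more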
NCOA2 inhibitor: human SRC2 (NCOA2) inhibition | 370,000 compounds, 0.17% hits | Q15596 | inhibition, % at 9 µM | HEK293 GAL4-SRC2 luciferase reporter, luminescence | AID 651957;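 active = inhibition above the mean inhibition of all tested compounds plus 3 SD, set per campaign, cut at about 52% in these data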;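 note: 0% = DMSO treated cells and 100% = cells given Gossypol at 36 µM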
ABHD5-PLIN5 inh: blocks binding of human ABHD5 to perilipin-5; Q00G26+Q8WTS1; Split G. princeps luciferase complementation, luminescence, 4 h; inhibition, % at 4 µM; 360,000 compounds, 0.78% hits;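 active = inhibition above the mean inhibition across every tested compound plus 3 SD, cut at about 22% in these data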;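 note: 0% = DMSO only wells and the 100% control is not disclosed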
SRC1 inh: human NCOA1 inhibition. Q15788. HEK293 GAL4-SRC1 luciferase reporter, luminescence. inhibition, % at 3.6 µM. 360,000 compounds, 0.12% hits. AID 588354;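 active = inhibition above the campaign mean plus 3 SD, with each screening campaign given its own cutoff, cut at about 60% in these data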;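 note: 0% = DMSO treated cells and 100% = gossypol at 36 µM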
NR5A2 inv ag: inverse agonists of human LRH-1 (NR5A2). O00482. HEK293T StAR-luciferase reporter, LRH-1 transfected, 24 h. inhibition, % at 3.6 µM. 360,000 compounds, 0.13% hits. AID 602396;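 active = inhibition above the mean inhibition of all tested compounds plus 3 SD, cut at about 73% in these data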;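 note: 0% = DMSO wells and 100% = reporter-only cells lacking LRH-1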
Target sequence (O00482 whole entry, looked up): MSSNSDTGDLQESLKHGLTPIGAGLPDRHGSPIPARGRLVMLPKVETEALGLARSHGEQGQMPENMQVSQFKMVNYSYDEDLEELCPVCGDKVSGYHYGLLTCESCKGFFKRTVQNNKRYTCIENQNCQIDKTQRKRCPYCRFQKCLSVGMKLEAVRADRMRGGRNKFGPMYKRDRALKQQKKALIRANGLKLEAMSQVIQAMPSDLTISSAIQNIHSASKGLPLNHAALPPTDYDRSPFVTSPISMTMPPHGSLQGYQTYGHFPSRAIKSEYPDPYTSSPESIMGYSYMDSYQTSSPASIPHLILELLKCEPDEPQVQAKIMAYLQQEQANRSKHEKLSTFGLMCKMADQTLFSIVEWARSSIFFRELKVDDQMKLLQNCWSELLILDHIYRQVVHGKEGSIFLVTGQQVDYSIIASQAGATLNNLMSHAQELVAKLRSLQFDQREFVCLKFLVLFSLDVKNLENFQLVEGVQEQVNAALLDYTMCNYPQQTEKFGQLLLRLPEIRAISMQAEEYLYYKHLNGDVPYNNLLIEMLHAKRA
NOD2-RIPK2 inh: blocks binding of human NOD2 to RIPK2 | O43353 | CHO BLA complementation NOD2-RIPK2, CCF4 ratio | inhibition, % at 4.98 µM | 360,000 compounds, 0.38% hits | AID 624267; in the data active = inhibition above about 21%;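 note: 0% = vehicle only and 100% = reference blocker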
SRC3 inh: inhibits human SRC3 coactivator; inhibition, % at 3.6 µM; AID 588352; 360,000 compounds, 0.17% hits; Q9Y6Q9; HEK293 GAL4-SRC3 luciferase reporter, luminescence;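 active = inhibition above a per-campaign cutoff, the mean of all compounds plus 3 SD, cut at about 60% in these data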;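 note: 0% = DMSO-treated cells and 100% = gossypol-treated cells at 36 µM; higher means less SRC3-driven luciferase light from the GAL4 reporter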
Granule exo inh: blocks lytic granule exocytosis; 360,000 compounds, 0.66% hits; TALL-104 LAMP-1 surface exposure, flow cytometry; cells stimulated with thapsigargin and PMA; inhibition, % at 10 µM; AID 651702;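 active = inhibition above about 55%, limit read from the data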
TWEAK Fn14 block: TWEAK-Fn14 signaling inhibition. inhibition, % at 10 µM. 360,000 compounds, 2% hits. TWEAK-stimulated Fn14 reporter cells, luciferase luminescence, 8 h; in the data active = inhibition above about 50%
An asterisk follows results filed as active; / = not tested or not shown; & = joins results of further samples. The list is partial; count on the stated rates, not on these rows.

SMILES	TLR9-MyD88 inh	COUP-TFII inh	TROY NFkB inh	NCOA2 inhibitor	ABHD5-PLIN5 inh	SRC1 inh	NR5A2 inv ag	NOD2-RIPK2 inh	SRC3 inh	Granule exo inh	TWEAK Fn14 block
C=C(C)Cn1c(N2CCN(CC)CC2)nc2c1c(=O)[nH]c(=O)n2C	6	2	5	5	-2	-15	10	6	6	-2	20
COc1cccc(CN2CCN(C(=O)c3cccs3)CC2)c1OC	7	-13	-15	-6	-2	-2	5	-4	15	-3	-19
COC(=O)c1ccsc1NC(=O)CCS(=O)(=O)c1ccc(Cl)cc1	-7	7	30	-33	-6	-6	-21	-1	-7	-2	5
COC(=O)c1ccc(/C=C/c2nc3ccccc3c(=O)[nH]2)cc1	1	-18	-3	-16	0	-24	5	7	-30	-10	34
CN(C)N(C)C(=O)C(O)(c1ccccc1)c1ccccc1	12	4	8	7	-2	0	3	-11	16	-3	13
Cc1ccc(-c2nnn(CC(=O)N(CC(=O)NC3CCCCC3)c3ccc(F)c(Cl)c3)n2)o1	-10	1	-44	4	0	1	-6	-5	-8	26	4
Cc1ccc(C)c(Cn2c3ccccc3c3cnn(CC(=O)NCCCN4CCOCC4)c(=O)c32)c1	-4	17	0	-5	6	-4	-3	-2	9	-1	25
O=C(CN1CCN(c2ccccc2)CC1)Nc1cccc(C(F)(F)F)c1	5	5	16	-39	-6	15	-11	13	-9	8	14
Cc1cc(C)cc(C(N)=Nc2cccc(C#N)c2)c1	4	-17	-22	-18	1	-5	6	-9	0	-14	-35
Cc1n[nH]c(C)c1S(=O)(=O)N1CCCC(C(=O)O)C1 (stereo not given)	1	11	19	-5	1	-4	6	-8	-1	-2	5
Cc1ccccc1OS(=O)(=O)c1cn(C)c(=O)n(C)c1=O	-1	6	14	5	-1	0	-12	2	2	0	-17
CCN(CC)C(=O)c1sc(NC(=O)c2ccc(Br)o2)c(C(=O)OC)c1C	3	15	-8	2	5	9	12	-4	-6	0	1
COc1ccc(C(=O)C/C(=C\C(=O)c2ccc(C)cc2)c2ccccc2)cc1	0	1	-5	-14	-1	5	13	-2	23	1	34
CSc1cc(-c2ccncc2)nc(-c2ccc(Cl)cc2)c1	2	-2	-12	2	-2	-6	-7	5	17	6	-12
OC(c1ccc(F)cc1)C(CN1CCOCC1)c1ccccc1 (stereo not given)	-3	18	-10	12	0	-8	-5	-7	14	-3	24
CCCCn1c(CCCNC(=O)c2ccco2)nc2ccccc21	4	22	17	4	0	11	-1	-10	-5	-6	10
CN(Cc1ccccc1)C(=S)NC(=O)c1ccc(-c2ccccc2)cc1	0	-12	-62	6	-7	-12	-3	-7	4	12	-62
Cc1ccc(S(=O)(=O)N2CC(C(=O)O)=CC[C@H]2c2ccc(Cl)cc2)cc1	-10	3	6	28	-9	-10	3	0	4	-2	-9
CCC1CCCN1Cn1cnc2c([nH]c3ccc(OC)cc32)c1=O (stereo not given)	4	-7	19	-25	1	0	-11	-1	-10	4	4
O=C(C1=C[C@@H](c2ccc(Br)cc2)C[C@@H](OCCCCO)O1)N1CCN(Cc2ccc3c(c2)OCO3)CC1	-6	-3	9	-7	11	3	1	14	-10	-2	15
CCCCOC(=O)c1cc(=O)[nH]c2ccc(C)cc12	-3	-2	6	1	2	10	-8	10	8	1	-12
Cc1cccc(CC2S/C(=N/N=C/c3ccco3)NC2=O)c1 (stereo not given)	-7	-3	-7	17	0	-77	11	-5	10	6	4
CC(=O)c1ccc(NC(=O)CCc2ccc(C)o2)cc1	4	-11	-12	-15	3	2	-2	-4	-16	-8	-14
C[C@@H]1CN([C@@H](C)CO)C(=O)c2c(c3ccccc3n2C)-c2ccccc2CO[C@H]1CN(C)S(=O)(=O)c1ccc(C(F)(F)F)cc1	10	3	-13	-35	-13	9	5	6	-3	7	-8
NC(=O)C1CCCCc2c1[nH]c1ccc(Cl)cc21 (stereo not given)	13	-15	11	-17	5	2	5	9	13	-25	30
C=CCSc1nsc(NC(=O)Nc2ccc(F)cc2)n1	-12	54*	31	-1	-12	17	21	1	55	29	52*
CN(Cc1cnn(C)c1)C(=O)c1sc2cccc(Cl)c2c1Cl	1	-3	5	6	-4	-10	-22	1	23	-3	8
CN1CCN(c2oc(-c3ccccc3Cl)nc2S(=O)(=O)c2ccccc2)CC1	-6	-9	-20	17	10	12	-7	-6	10	-10	-15
CCCCc1ccc(NC(=O)C2CCCO2)cc1 (stereo not given)	-3	-26	-57	-70	0	-124	-161	-1	-74	-2	-3
COc1ccc(CNC(=O)C23CC4CC(CC(Br)(C4)C2)C3)cc1	-7	1	-15	4	-3	-15	-4	3	2	-12	21

Three compounds from above, reduced to ABHD5-PLIN5 inh, Granule exo inh and NCOA2 inhibitor.
SMILES	ABHD5-PLIN5 inh	Granule exo inh	NCOA2 inhibitor
CCC1CCCN1Cn1cnc2c([nH]c3ccc(OC)cc32)c1=O (stereo not given)	1	4	-25
CN(Cc1cnn(C)c1)C(=O)c1sc2cccc(Cl)c2c1Cl	-4	-3	6
C=CCSc1nsc(NC(=O)Nc2ccc(F)cc2)n1	-12	29	-1

(continued)
SMILES	TLR9-MyD88 inh	COUP-TFII inh	TROY NFkB inh	NCOA2 inhibitor	ABHD5-PLIN5 inh	SRC1 inh	NR5A2 inv ag	NOD2-RIPK2 inh	SRC3 inh	Granule exo inh	TWEAK Fn14 block
Cc1cc(C(=O)CN2C(=O)NC(Cc3c[nH]c4ccccc34)C2=O)c(C)n1C (stereo not given)	-5	21	-20	-10	0	7	8	-5	2	-1	2
CC1(C(=O)O)CCC(C(=O)NNC(=O)c2ccccc2O)C1(C)C (stereo not given)	2	6	-9	3	2	0	-6	15	-22	-4	17
CCOC(=O)c1ccc(-c2c(-c3ccccc3OC)sc3cc4c(cc23)OCO4)cc1F	-1	2	17	11	-7	-1	-13	-5	-13	-4	9
O=C(NC1CCCC1)C(c1ccc(F)cc1)N(C(=O)c1csnn1)C1CC1 (stereo not given)	2	3	-6	-17	3	-1	1	-7	-10	36	28
CN(C)CCCN(C(=O)c1ccc(C(=O)c2ccccc2)cc1)c1nc2c(F)cccc2s1	-1	6&1	-26	5&7	1	-30	-6	9	3	15	-12
CCN(CC)CCN1C(=O)C(=O)/C(=C(/O)c2ccc(S(=O)(=O)N3CCOCC3)cc2)C1c1ccc(C(C)(C)C)cc1 (stereo not given)	-5	/	6	/	-8	-3	10	-6	4	-16	41
CCOc1cc(C)c(Cl)cc1S(=O)(=O)N(CC)CC	-9	5	-1	-18	-5	1	1	4	19	1	13
O=C(O)C1C2CCC(O2)C1C(=O)Nc1cccc(Cl)c1 (stereo not given)	-9	-7	-5	-8	4	0	3	7	-5	1	4
Cn1c(N)c(C(=O)COC(=O)c2cc(C3CC3)nc3ccccc23)c(=O)n(C)c1=O	3	-3	5	5	2	3	12	-5	-5	-3	26
C[C@@H]1C(=O)O[C@H](C)[C@H]1C[C@@H](O)[C@](C)(O)C1CC[C@@]2(O)C3=CC(=O)[C@@H]4C[C@@H](O)[C@@H](O)C[C@]4(C)C3CC[C@]12C (stereo not given in full)	-3	-9	-3	-7	-1	-3	-16	-12	-7	-18	-8
Cc1cccc(-c2c3c(=O)n(C)c(=O)n(C)c3cn2C(C)(C)C)c1	-5	9	10	-4	-12	6	-6	-2	-33	-2	21
Cc1ccc(S(=O)(=O)NC2=NCN(CCc3ccccc3)CN2)cc1	7	-5	-7	11	2	-107	-1	-6	-1	1	4
COc1cccc(C(O)c2nc3ccccc3n2C)c1 (stereo not given)	-7	0	-18	-8	3	7	20	-7	-13	8	33
COCCn1c(=O)[nH]c2cc(C(=O)N3CCN(c4cc(C)ccc4C)CC3)ccc2c1=O	5	9	4	1	-4	11	-2	6	7	2	22
CN1C(=O)CC(N2CCN(Cc3ccc(Cl)cc3)CC2)C1=O (stereo not given)	-3	-19	4	2	-3	13	-7	-15	6	-4	7
O=C(Nc1ccc([N+](=O)[O-])cc1)c1cc(-c2ccccn2)nc2c(Cl)cccc12	9	-12	3	-5	-1	-9	8	-3	-8	2	-2
O=C(c1ccccn1)N1CCN(S(=O)(=O)c2ccc(F)cc2)CC1	-3	-8	-3	-5	3	0	4	6	6	4	0
O=C(Cc1ccccc1)c1ccc(O)cc1	1	8	-42	-14	-2	-23	-7	2	-17	13	-11
C(=N\Nc1ccccn1)/c1ccc2c(c1)OCCO2	9	-47	-1	-33	-5	-162	-114	3	-72	1	18
COC(=O)NCC(C)OC(=O)Nc1cccc(Cl)c1 (stereo not given)	4	-1	-19	-2	-4	-6	-21	2	5	-2	-18
COc1cc(/C=C(\CC(=O)O)c2nc3ccccc3s2)ccc1OCC(=O)Nc1ccccc1F	-4	5	-6	-8	-1	-32	10	-9	-26	-1	10
CCOC(=O)CSc1n[nH]c(=O)n1CCc1ccccc1	-8	11	-3	-8	5	12	11	-10	-17	-1	5
O=C(c1ccccc1-c1nc(-c2ccccc2)no1)N1CCCC1	5	-12	-31	-36	7	-31	-58	-1	-27	2	-24
COc1ccc(OC)c(-n2c(-c3ccc(S(C)(=O)=O)cc3)cc(C=O)c2C)c1	-10	-17	-4	-25	3	-4	44	-4	11	0	-15
COCCn1c(SCC(=O)c2ccc3c(c2)OCCO3)nnc1-c1ccoc1C	-6	4	15	-5	2	-1	4	7	11	-1	10
CCCCN(CC)CCNC(=O)c1cc2cc3ccc(Cl)cc3nc2o1	-2	-19	-21	-11	10	8	-9	-5	14	41	-5
CCCOc1ccc(-c2c(C(=O)N/N=C/c3cccs3)nnn2-c2nonc2N)cc1	7	/	10	/	-4	8	-25	-4	0	-1	12
COc1cccc(CN(CC(=O)NCC2CCCO2)C(=O)CNS(=O)(=O)c2ccccc2)c1 (stereo not given)	-2	0	2	-5	5	5	-3	9	4	2	-7
O=C(CCCn1cc([N+](=O)[O-])cn1)NC1CCCCCC1	-3	-5	-8	-4	99*	1	2	-6	10	-1	12
CCOc1ccc(NC(=O)COC(=O)c2c(OC)cccc2OC)cc1	10	6	6	12	-7	-16	40	1	3	-4	15
Cc1cc(C)nc(N(C#N)C(C)C(=O)N(C)C)n1 (stereo not given)	-2	-3	4	7	-3	11	0	2	-1	2	12
CN1CCN(C(=O)C2CCCCC2C(=O)O)CC1 (stereo not given)	9	0	7	-45	-1	-15	-16	0	-1	-3	-9
COC(=O)[C@]12CCCCC=C1N(CCc1ccc(OC)c(OC)c1)C(=O)[C@H](CC(=O)NCc1ccccc1)C2	/	-7	/	-20	2	/	-12	-2	/	-13	/
CC(=O)C(Cc1ccccc1)NC(=O)COC(=O)c1cc(S(=O)(=O)N2CCOCC2)ccc1F (stereo not given)	5	1	5	-22	3	-10	9	12	-2	-5	15
CCOc1ccc(N2CC(C(=O)NCc3ccc(F)cc3)CC2=O)cc1 (stereo not given)	-3	-12	6	6	15	6	9	-9	-11	3	-3
COC(=O)c1ccc(NS(=O)(=O)N(C)C)cc1	-9	-12	-9	-7	5	-14	1	-9	5	0	4

Compound activity: PubChem, several laboratories
